EPAC2 ag = activates human EPAC2 exchange factor | EPAC2 activation, biochemical qHTS; response scale: 100% = 6.5 mM cAMP response | Potency, µM (doses to about 154 µM), for the others: top-dose activation, hits mostly activators | actives 0.079% (n = 360,000); further: nearly all actives have a fitted effect of over 50% in size
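Guanine nucleotide exchange by EPAC2 is measured as reduced fluorescence of BODIPY-GDP once it is released from 250 nM Rap1B. Plates are read kinetically for 30 min at room temperature; results are scaled to 6.5 mM cAMP.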
EPAC1 ag = activates human EPAC1 exchange factor | Potency, µM (titrated, usually from 154 µM), for the others: top-dose activation, most hits filed as activators | AID 720707 | O95398 | actives 0.073% (n = 360,000) | EPAC1 agonist qHTS, biochemical assay; response scale: 100% = response to 6.5 mM cAMP; further: nearly all actives have a fitted effect of over 60% in size
Target sequence (O95398 whole entry, looked up): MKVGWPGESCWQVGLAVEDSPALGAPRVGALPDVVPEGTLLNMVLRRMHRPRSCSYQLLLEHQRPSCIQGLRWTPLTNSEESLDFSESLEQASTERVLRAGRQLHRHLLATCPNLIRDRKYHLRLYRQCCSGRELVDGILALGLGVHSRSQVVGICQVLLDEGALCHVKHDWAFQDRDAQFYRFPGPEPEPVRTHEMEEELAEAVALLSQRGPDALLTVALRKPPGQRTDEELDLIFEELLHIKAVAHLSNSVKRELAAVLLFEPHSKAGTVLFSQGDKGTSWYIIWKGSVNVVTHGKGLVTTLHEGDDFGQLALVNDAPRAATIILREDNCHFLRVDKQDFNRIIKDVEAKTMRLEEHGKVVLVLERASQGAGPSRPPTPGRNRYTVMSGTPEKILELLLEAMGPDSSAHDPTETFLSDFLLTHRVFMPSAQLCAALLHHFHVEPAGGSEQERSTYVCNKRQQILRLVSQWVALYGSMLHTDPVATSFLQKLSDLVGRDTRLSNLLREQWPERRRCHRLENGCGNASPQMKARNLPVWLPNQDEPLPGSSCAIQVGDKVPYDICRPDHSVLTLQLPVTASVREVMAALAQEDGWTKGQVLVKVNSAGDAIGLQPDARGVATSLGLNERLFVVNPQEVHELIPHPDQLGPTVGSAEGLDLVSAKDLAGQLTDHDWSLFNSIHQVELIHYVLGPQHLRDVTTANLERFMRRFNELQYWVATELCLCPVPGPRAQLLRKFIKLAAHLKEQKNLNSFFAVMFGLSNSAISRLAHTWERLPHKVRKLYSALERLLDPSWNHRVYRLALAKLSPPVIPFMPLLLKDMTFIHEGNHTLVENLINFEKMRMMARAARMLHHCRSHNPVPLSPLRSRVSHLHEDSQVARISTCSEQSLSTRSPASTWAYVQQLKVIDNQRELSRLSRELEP
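EPAC1 100 nM, Rap1B–BODIPY-GDP 250 nM, unlabeled GDP 50 uM; compound titration; 5 min RT; kinetic read ex480/em540 at 5-min intervals ×30 min; data normalized to 6.5 mM cAMP agonist control.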
EPAC1 antagonist = antagonists of human EPAC1; AID 720709; actives 0.14% (n = 360,000); EPAC1 GEF assay, Rap1b-BODIPY-GDP exchange fluorescence; O95398; Potency, µM (series often up to 115 µM), for inactives: at the top dose activity change, negative = inhibition, hits mostly inhibitors;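 further: plate controls were vehicle for no effect and positive control for full effect; nearly all actives have a fitted effect of over 50% in size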
PTHR1 agonist = agonists of human PTHR1 parathyroid hormone receptor. Q03431. HEK293 GP2 PTHR1 cells, GloSensor cAMP luminescence, 1 h. Potency, µM (series often up to 115 µM), inactives show at the top dose activation, hits mostly activators. actives 0.075% (n = 410,000). AID 743266; further: nearly all actives have a fitted effect of over 55% in size; some results filed as inactive show a strong effect at the top dose; inactives centre near -15; many of its hits are not listed in these tables
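HEK-293-derived GP2 cells expressing PTHR1 and a GloSensor cAMP reporter, 3,000/well, plated overnight, given luciferin plus IBMX (each 0.5 mM as added) for 1 h at 37 °C, then compound for 1 h at 37 °C. Luminescence was read after 15 min at room temperature.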
aSyn yeast inh = alpha-synuclein toxicity inhibition in yeast; Yeast expressing alpha-synuclein, growth rescue, BacTiter-Glo, 24 h; Potency, µM (titrated, usually from 46.1 µM), inactives show at the top dose growth rescue (activation), most hits filed as activators; actives 0.14% (n = 370,000); AID 652106; further: % of control where 0% means no effect; nearly all actives have a fitted effect of over 65% in size
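Readout is rescue of growth in alpha-synuclein-expressing yeast, so inhibitors of toxicity appear as activators. Growth after 24 hr at 30 deg C in galactose medium is quantified by luminescence.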
EPAC2 antag = antagonists of human EPAC2 | Q8WZA2 | EPAC2 GEF exchange of Rap1B-BODIPY-GDP, fluorescence | Potency, µM (series often up to 114 µM), without a hit: at the top dose activity, negative = inhibition, usual class: inhibitors | actives 0.18% (n = 360,000) | AID 720708; further: on the % scale 0 is the no-effect control and ±100 the full control effect; nearly all actives have a fitted effect of over 45% in size; many of its hits are not listed in these tables
TDP-43 yeast inh = inhibitors of TDP-43 toxicity in yeast. AID 652104. Potency, µM (series often up to 46.1 µM), for the others: top-dose growth rescue (activation), hits mostly activators. TDP-43 expressing yeast growth rescue, BacTiter-Glo, 24 h. actives 1.8% (n = 410,000); further: % of control where 0% means no effect; nearly all actives have a fitted effect of over 50% in size
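Luminescence from BacTiter-Glo reports growth of TDP-43-expressing yeast after 24 hr at 30 deg C with compound. Cells were raffinose-pregrown to mid-log, then seeded in galactose medium at OD600=0.02.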
FUS suppressor = suppressors of FUS proteinopathy in yeast; S. cerevisiae FUS-expressing, growth rescue, OD600, 24 h; Potency, µM (titrated, usually from 76.6 µM), without a hit: top-dose growth rescue (activation), hits mostly activators; actives 0.24% (n = 390,000);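 further: plate controls were DMSO vehicle for no effect and reference control for full effect; nearly all actives have a fitted effect of over 55% in size; some results filed as inactive show a strong effect at the top dose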
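S. cerevisiae expressing FUS from galactose induction served as the toxicity model. Growth after 24hr at 30C, read as absorbance at 600 nm, indicates suppression of toxicity; compounds dosed at several concentrations.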
Starred values were filed as active, the others as inactive; i = inactive; ? = inconclusive; . = no result given; & = joins results of further samples; [ ] = dose if it differs, or a comment. The call rests on the fitted dose curve; in most records, active means well fitted curve in the direction sought with a large enough effect; inconclusive means small, poorly fitted or top-dose-only effect, or another doubt; inactive means no such curve, though single readings can be large; an effect the other way counts as inactive or inconclusive. Potency means the concentration at half of the fitted maximal effect. These rows are one share of the data. The share of hits here may be higher or lower than overall.

structure	TDP-43 yeast inh	EPAC2 antag	EPAC1 ag	EPAC1 antagonist	PTHR1 agonist	aSyn yeast inh	FUS suppressor	EPAC2 ag
Cc1ccc(Oc2cc(NC(=O)CCCn3nc(C)c([N+](=O)[O-])c3C)cc([N+](=O)[O-])c2)cc1	0%	0%	-5%	5%	-15%	12%	23%	-3%
COC(=O)c1cccc(NC(=S)Nc2cc(Cl)ccc2OC)c1	22µM*	?	1%	-19%	-33%[inhibitor]	5%	9%	9%
COc1cccc(C(=O)NCC(=O)OCC(=O)c2ccccc2)c1	7%	-2%	3%	-19%	-24%	-5%	.	10%
CCOc1ccc(CNC(=O)C(C)n2nc(C)c3c(C)n(-c4ccccc4)nc3c2=O)cc1 (centres undefined)	-15%	0%	17%	-8%	i	3%	11%	8%
O=C(O)CC(NC(=O)C12CC3CC(CC(C3)C1)C2)c1cccc([N+](=O)[O-])c1 (centres undefined)	23%	5%	10%	6%	-3%	-5%	5%	2%
Cc1ccc(NC(=O)Cn2c(=O)oc3ccccc32)c(C)c1	18%	-2%	6%	-1%	i	3%	9%	6%
COc1cc(F)cc(-c2ccc3c(c2)c(-c2cccs2)c(-c2cc(OC)cc(OC)c2)n3C)c1	7%	2%	-12%	6%	-26%	-1%	7%	-2%
COc1cccc(CCN2C(=O)CCC3=C2CCC3=O)c1	9%	14%	5%	-9%	i	-6%	-17%	4%

A portion of the results above, for reference:
structure	TDP-43 yeast inh	EPAC2 antag	EPAC1 ag	EPAC1 antagonist	PTHR1 agonist	aSyn yeast inh	FUS suppressor	EPAC2 ag
CCOc1ccc(CNC(=O)C(C)n2nc(C)c3c(C)n(-c4ccccc4)nc3c2=O)cc1 (centres undefined)	-15%	0%	17%	-8%	i	3%	11%	8%
O=C(O)CC(NC(=O)C12CC3CC(CC(C3)C1)C2)c1cccc([N+](=O)[O-])c1 (centres undefined)	23%	5%	10%	6%	-3%	-5%	5%	2%
Cc1ccc(NC(=O)Cn2c(=O)oc3ccccc32)c(C)c1	18%	-2%	6%	-1%	i	3%	9%	6%
COc1cc(F)cc(-c2ccc3c(c2)c(-c2cccs2)c(-c2cc(OC)cc(OC)c2)n3C)c1	7%	2%	-12%	6%	-26%	-1%	7%	-2%

Additional structures follow:
structure	TDP-43 yeast inh	EPAC2 antag	EPAC1 ag	EPAC1 antagonist	PTHR1 agonist	aSyn yeast inh	FUS suppressor	EPAC2 ag
COCCNC(=O)C1CCCN(C(=O)Cc2cccc3ccccc23)CC1 (centres undefined)	-15%	-1%	-8%	-4%	-7%	9%	-6%	8%
CCOc1ccc(NC(=O)CN(C)C(=O)c2ccccc2OCc2cccc(C)c2)cc1OCC	6%	-12%	8%	-14%	-32%[inhibitor]	-6%	.	6%
Cc1cccc(NC(=O)CN2CCC(NC(=O)C3CCCCC3)CC2)c1C	-4%	11%	6%	8%	-36%[inhibitor]	-6%	5%	4%
O=C(CN1C(=O)c2ccc([N+](=O)[O-])cc2C1=O)Nc1ccccc1N1CCCC1	-10%	3%	-1%	11%	-13%	3%	9%	-1%
COCCCC/C(=N\OCCN)c1ccc(C(F)(F)F)cc1	-1%&4%&19%&2%&18%	2%&13%&15%&5%&0%	-4%&-22%&-6%&-13%&-9%	1%&-9%&5%&1%&17%	0%&-15%&-12%&-23%	1%&1%&2%&1%&-2%&-1%	-37%&-24%&6%&-3%&-39%	-3%&9%&-9%&0%&-9%
COc1ccc(C2C(C#N)=C(C)NC3=C2C(=O)CC(C)(C)C3)cc1 (centres undefined)	5%	9%	-5%	6%	-20%	1%	7%	1%
CCn1c(SCC(=O)Nc2ccc3c(c2)c2ccccc2n3CC)nnc1-c1cnccn1	-14%	3%	9%	-6%	-59%[inhibitor]	-4%	41%	11%
O=c1cc(CN2CCOCC2)c2ccc(O)c(O)c2o1	-4%	-4%	-14%	2%	i	-8%	-18%	-1%

Just EPAC2 ag, for some of the entries so far:
molecule | EPAC2 ag
CCn1c(SCC(=O)Nc2ccc3c(c2)c2ccccc2n3CC)nnc1-c1cnccn1 | 11%
O=c1cc(CN2CCOCC2)c2ccc(O)c(O)c2o1 | -1%

(listing goes on)
structure	TDP-43 yeast inh	EPAC2 antag	EPAC1 ag	EPAC1 antagonist	PTHR1 agonist	aSyn yeast inh	FUS suppressor	EPAC2 ag
CC(=O)c1ccc(NC(=S)N(Cc2ccccc2)C(C)C2CC2)cc1 (centres undefined)	26%	-14%	-7%	-21%	-27%	?	13%	13%
O=C(NCc1ccccc1)C(c1cc2ccccc2o1)n1c(=O)c(-c2ccccc2)nc2ccccc21 (centres undefined)	13%	-3%	6%	7%	-7%	0%	17%	1%
O=c1c(Oc2ccccc2Br)c(C(F)(F)F)oc2c(CN3CCCC3)c(O)ccc12	-4%	3%	6%	8%	i	1%	43%	-3%
Cc1nn(C(=O)c2ccco2)c(C)c1Sc1ccccc1	-22%	-11%	5%	3%	-1%[57.5 µM]	-9%	-4%	?
Cc1ccc(CNC(=O)Nc2nnc([C@@H]3C[C@H](O)[C@@H](CO)O3)s2)cc1	-2%	3%	-6%	1%	-7%	-12%	-19%	2%
CCOC(=O)C1=C(c2ccccc2)NC(SCC(=O)Nc2cccc(C)c2)=C(C#N)C1c1ccco1 (centres undefined)	-1%	-25%	0%	?	25%[57.5 µM]	1%	13%	-2%
CC1=C(C(=O)N2CCOCC2)CC(CC(=O)NCCCCc2ccccc2)C(=O)N1Cc1ccc(C(C)(C)C)cc1 (centres undefined)	4%	-15%	-12%	-8%	i	-6%	?	11%
O=c1[nH]cc(C(F)(F)F)cc1NS(=O)(=O)c1ccccc1[N+](=O)[O-]	4%	1%	-7%	1%	-14%	0%	17%	-1%
CN(C(=O)/C=C/c1cnc2ccccc2c1)C1CCCCC1	-10%[0.397 µM]	-5%	-3%	-11%	-32%[inhibitor]	-10%	12%	0%
CCN(Cc1ccc(NC(C)=O)cc1)CC1CCCN(CCc2cccc(OC)c2)C1 (centres undefined)	16%	1%	0%	?	-37%[inhibitor]	-1%	?	3%
Cc1sc2ncnc(NCc3cccnc3)c2c1C	-5%[9.22 µM]	3%	0%	-4%	-12%	0%	27%	-2%
CCOC(=O)C1CCCN(C(=O)CCn2nnnc2CN2CCOCC2)C1 (centres undefined)	-2%	-2%	11%	-18%	-11%	-7%	.	6%
Cc1cccc(C)c1NC(=O)C(c1ccccc1F)n1c(=O)c(-c2ccco2)nc2ccccc21 (centres undefined)	35%	7%	26%	-27%	-10%	2%	?	12%
NC(=O)C1CCN(C(=O)C2CC(=O)N(c3ccc(F)cc3)C2)CC1 (centres undefined)	-19%	4%	1%	-5%	20%	0%	-19%	-3%
CCn1c(CNc2ccc(F)cc2)nnc1SCC(=O)Nc1ccc(OC)cc1OC	-24%	-5%	5%	-5%	i	10%	37%	13%
COC(=O)CN(c1ccccc1)S(=O)(=O)c1cc(Br)ccc1OC	-4%	-17%	0%	-26%	i	1%	-3%	7%

3 entries drawn at random from those above:
structure	TDP-43 yeast inh	EPAC2 antag	EPAC1 ag	EPAC1 antagonist	PTHR1 agonist	aSyn yeast inh	FUS suppressor	EPAC2 ag
CN(C(=O)/C=C/c1cnc2ccccc2c1)C1CCCCC1	-10%[0.397 µM]	-5%	-3%	-11%	-32%[inhibitor]	-10%	12%	0%
Cc1sc2ncnc(NCc3cccnc3)c2c1C	-5%[9.22 µM]	3%	0%	-4%	-12%	0%	27%	-2%
NC(=O)C1CCN(C(=O)C2CC(=O)N(c3ccc(F)cc3)C2)CC1 (centres undefined)	-19%	4%	1%	-5%	20%	0%	-19%	-3%

The list continues:
structure	TDP-43 yeast inh	EPAC2 antag	EPAC1 ag	EPAC1 antagonist	PTHR1 agonist	aSyn yeast inh	FUS suppressor	EPAC2 ag
CC(C(=O)O)n1c2ccccc2c2cnn(C)c(=O)c21 (centres undefined)	-5%	15%	-3%	-4%	i	5%	-35%	2%
COc1cccc(OCC(=O)N2CCCc3ccccc32)c1	22%	0%	6%	13%	-16%	0%	18%	12%
Cc1cc(-n2cc(Br)c(=O)[nH]c2=O)nc(-c2ccccc2)n1	14%	2%	3%	-5%	i	-5%	-20%	-2%
N/C(=N\OC(=O)c1ccc(Br)cc1)c1ccccc1	?	0%	2%	-10%	-20%[57.5 µM]	-25%	27%	15%
O=C1/C(=C/c2cccnc2)SC(=NCc2ccccc2)N1Cc1ccccc1	29%	-20%	7%	-2%	-12%	7%	-8%	1%
CCOC(=O)CCCc1c[nH]c2ccccc12	10%	-4%	4%	-6%	i	1%	3%	-5%
COc1cc(=O)[nH]c(SCc2c(F)c(F)c(F)c(F)c2F)n1	-20%	4%	5%	-2%	-22%	19%	14%	-3%
Cc1cc(Cl)ccc1NC(=S)NCc1ccccc1	19%	-1%	8%	-13%	-3%[57.5 µM]	-5%	13%	12%
CC1(C)CC2CC(C)(CN2Cc2c(O)ccc3ccccc23)C1 (centres undefined)	3%	1%	5%	-10%	i	-2%	-23%	6%
CC(=O)Oc1ccc(N2C(=O)[C@@H]3[C@H](C2=O)[C@H]2c4ccccc4C=NN2[C@@H]3C(C)=O)cc1	4%	2%	1%	8%	-23%	2%	1%	2%
CCC(CC)C(=O)N(C)c1c(C)nc2c(OCc3ccc(Cl)cc3Cl)cccn12	13%	-10%	-9%	-6%	-48%[inhibitor]	?	31%	7%

Bioassay records from PubChem.
